# MPTP block: permeability transition pore inhibition | isolated mouse mitochondria, Ca2+ swelling absorbance, 30 min | inhibition, % at 10 µM | 360,000 tested, 1.4% active;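 active = inhibition of 50% or more, scaled per plate between neutral and stimulator controls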;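 note: 0% = DMSO wells given calcium and 100% = 1 mM EGTA wells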
# GRIN3A LBD mod: NR3A (human) ligand-binding domain modulation; 340,000 tested, 2.5% active; Tm shift relative to glycine control, % at 25 µM; NR3A LBD differential scanning fluorimetry, Tm shift; 0% = protein alone, 100% = glycine-bound protein;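 active = melting temperature shift of at least 10% of the positive control shift, at one fixed dose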
# SENP6 block: inhibitors of human SENP6 protease | Q9GZR1 | Recombinant SENP6 catalytic domain, aminoluciferin luminescence | inhibition, % at 10 µM | 330,000 tested, 1.8% active | AID 2599;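 active = inhibition above about 50% at the single tested dose, limit read from the data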;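 note: plate controls were DMSO wells with enzyme for no effect and DMSO wells lacking enzyme for full effect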
# Target sequence (Q9GZR1 628-1112 limits assumed): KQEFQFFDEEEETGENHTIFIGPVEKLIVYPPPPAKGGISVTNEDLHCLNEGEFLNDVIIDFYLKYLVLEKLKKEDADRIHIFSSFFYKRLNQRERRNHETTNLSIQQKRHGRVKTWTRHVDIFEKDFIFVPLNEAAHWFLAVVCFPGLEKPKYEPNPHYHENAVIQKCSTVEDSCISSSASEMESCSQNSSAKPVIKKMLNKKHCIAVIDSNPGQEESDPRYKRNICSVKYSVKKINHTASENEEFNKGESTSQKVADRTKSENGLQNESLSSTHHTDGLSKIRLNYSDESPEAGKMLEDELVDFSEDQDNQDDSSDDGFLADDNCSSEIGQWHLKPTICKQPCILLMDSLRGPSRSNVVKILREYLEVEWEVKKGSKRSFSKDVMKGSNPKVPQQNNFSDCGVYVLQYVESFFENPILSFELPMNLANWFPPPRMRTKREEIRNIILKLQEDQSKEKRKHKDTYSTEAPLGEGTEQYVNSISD
# HKDC1 inhibitor: inhibitors of human hexokinase HKDC1; recombinant HKDC1, G6PDH/diaphorase resazurin coupled fluorescence; inhibition, % at 20 µM; 340,000 tested, 0.16% active; Q2TB90;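 active = inhibition above about 35% when tested at 20 µM, limit read from the data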;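 note: plate controls were DMSO wells with enzyme for no effect and DMSO wells lacking enzyme for full effect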
#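 Assay system – recombinant HKDC1 (HK5) hexokinase enzyme, produced in-house · Input – HKDC1 at 5 µg/mL · Reagent – glucose plus 1 mM ATP as hexokinase substrates · Timing – 90 min reaction incubation at room temperature, dark · Measured by – G6PDH/diaphorase-coupled fluorescence, 1 mM NADP, 100 µM resazurin, 525/613 nm · Benchmarks – DMSO-enzyme wells negative, buffer-substituted wells positive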
# ATG4B inh: blocks human ATG4B protease cleavage of LC3 substrate | ATG4B cleavage of LC3-PLA2, NBD-HPC fluorescence, 1 h | AID 504462 | Q9Y4P1 | 340,000 tested, 0.51% active | inhibition, % at 8.33 µM; in the data active = inhibition above about 40%
# Target sequence (Q9Y4P1 whole entry, looked up): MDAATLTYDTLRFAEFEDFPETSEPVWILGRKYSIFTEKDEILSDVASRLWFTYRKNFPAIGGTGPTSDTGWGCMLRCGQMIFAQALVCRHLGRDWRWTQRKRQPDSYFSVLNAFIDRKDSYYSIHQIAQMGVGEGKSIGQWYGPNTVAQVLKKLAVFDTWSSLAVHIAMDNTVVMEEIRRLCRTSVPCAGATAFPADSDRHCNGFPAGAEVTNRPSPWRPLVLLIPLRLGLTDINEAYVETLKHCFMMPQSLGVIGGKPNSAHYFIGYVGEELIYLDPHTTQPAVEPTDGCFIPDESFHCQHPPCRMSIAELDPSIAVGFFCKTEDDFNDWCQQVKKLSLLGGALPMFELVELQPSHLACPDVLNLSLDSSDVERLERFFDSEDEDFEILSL
# PfGluPho inh: PfG6PD (Plasmodium falciparum) enzyme inhibition. inhibition, % at 20 µM. PfGluPho enzyme, NADPH resazurin-diaphorase fluorescence. 350,000 tested, 0.78% active. AID 504690;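 active = inhibition reaching at least a set limit at 20 µM in the primary screen, cut at about 59% in these data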;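 note: 0% = DMSO wells with substrate and 100% = DMSO wells lacking glucose-6-phosphate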
# SENP8 block: inhibitors of human SENP8 protease; AID 602440; recombinant SENP8, Nedd8 substrate fluorescence; 360,000 tested, 0.64% active; inhibition, % at 20 µM; in the data active = inhibition mostly above about 40%, no sharp cut-off; inactive = mostly below about 27%
# SENP7 block: inhibitors of human SENP7 protease. Q9BQF6. AID 434973. inhibition, % at 5 µM. 330,000 tested, 1.5% active. recombinant SENP7, Z-RLRGG-aminoluciferin luminescence, 40 min;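 active = inhibition above about 50% at the single test dose, limit read from the data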;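 note: plate controls were DMSO with enzyme for no effect and no enzyme buffer wells for full effect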
# The depositor's hits bear a star; x = not tested or not shown. This is a random part of the collection; overall some 6.9% were active at least once.
Structure,GRIN3A LBD mod,MPTP block,PfGluPho inh,HKDC1 inhibitor,SENP8 block,SENP6 block,ATG4B inh,SENP7 block
CCCCCc1c(C)nc(Nc2ccccc2)[nH]c1=O,-4,-7.0,-5,-3,12,-2,6,7
Nc1nc(NCc2ccco2)nc(N2CCOCC2)c1[N+](=O)[O-],-2,1.0,-4,-5,23,-4,5,-3
O=C(O)c1ccc(C2Nc3ccccc3C(=O)N2Cc2ccccc2)cc1 (configuration not stated),0,-0.1,3,-3,-302,-6,-2,-5
COCCCNC(=S)N1CCN(c2nc(-c3ccccc3)cs2)CC1,-3,2.0,5,0,-1,4,-2,-4
Cn1c(=O)c(C(=O)Nc2ncccn2)c(O)c2ccccc21,0,-1.3,25,-3,-107,-24,-14,12
CCN(CC)S(=O)(=O)c1ccc(C(=O)NC2=NCCS2)cc1,0,-0.4,-12,4,18,31,-1,6
Cc1cc(N2CCN(C(=O)c3ccco3)CC2)nc(-c2ccccc2)n1,-1,-2.6,-6,0,10,-18,-17,-4
Cc1ccc(F)cc1NC(=O)COC(=O)c1ccc2ncsc2c1,1,0.6,-1,-2,-31,1,-4,-12
COc1cccc(CNC(=O)COc2ccc(C(=O)c3ccccc3)cc2)c1,0,0.9,1,-5,8,8,3,1
CCN(CC)c1ccc(NC(=O)CSc2n[nH]c(-c3ccco3)n2)cc1,-19,-0.4,3,5,3,2,4,1
C=C(C)Cn1c(C(C)NC(=O)CCC)nc2ccccc21 (configuration not stated),-1,-1.7,-13,-4,8,6,0,-7
CC(C)(C)C(=O)C(Oc1cccc2nonc12)n1cncn1 (configuration not stated),0,-0.1,-5,-7,-22,-4,6,-6
Cc1ccc(NC(=O)Cc2c(C(=O)O)n(C)c3ccccc23)cc1F,-8,-3.2,-16,-6,8,15,-8,4
COc1ccc(NCc2nnc(-c3ccccc3)o2)cc1,0,-1.6,-12,-2,16,9,8,4
N#CC(C(=S)Nc1ccccc1)c1nc2ccccc2[nH]1 (configuration not stated),31*,20,-3,-9,-40,-2,-1,1
CC(=O)c1cccc(NC(=O)N2CCC(NC(=O)c3ccco3)CC2)c1,-1,-1.4,-19,-10,9,-10,-2,-3
COc1ccc(N2CCN(S(=O)(=O)CC34CCC(CC3=O)C4(C)C)CC2)cc1 (configuration not stated),2,-0.3,13,0,4,-3,-3,3
CCN(C[C@H]1N[C@@](C)(C(=O)OC)[C@H]2C(=O)N(Cc3ccccc3)C(=O)[C@@H]12)S(=O)(=O)c1ccc(F)cc1,-2,-1.8,14,-7,4,-40,-11,-2
O=C(COC(=O)COc1ccc(Cl)cc1Cl)Nc1cccnc1Cl,1,-7.4,-15,0,16,-8,0,-2
COc1ccc(OC)c(C2C3CN(C(C)C)CC=C3C(C#N)=C(N)C2(C#N)C#N)c1 (configuration not stated),2,-0.3,5,7,-308,4,-10,-5
CCOc1ccc(S(=O)(=O)Nc2ccc(S(=O)(=O)N3CCOCC3)cc2)cc1,-15,-0.2,-4,-4,14,-1,2,5
CCn1cc(C(C)NC(=O)Nc2ccccc2C(=O)OC)c(C)n1 (configuration not stated),-1,-1.5,-6,2,-207,-10,4,4
CCOc1cc(CNn2nnnc2N)cc(Cl)c1OCC(=O)NC(C)(C)C,-3,3.0,1,0,-1,3,-5,7
CC1CCCC(C)N1C(=O)COC(=O)c1cc(Br)ccc1Cl (configuration not stated),-1,1.7,7,-6,-6,-10,7,13
O=C(NCC1CCCO1)c1ccc2c(=O)n(CC3CCCO3)c(SCC(=O)N3CCCC3)nc2c1 (configuration not stated),-2,1.6,-10,-1,-22,3,-6,5
O=C(CBr)Nc1c2c(nn1-c1ccccc1)CSC2,-1,-1.9,10,1,-3,-11,-4,-3
Cc1noc(C)c1S(=O)(=O)N1CCCC(C(=O)Nc2ccc(Cl)cn2)C1 (configuration not stated),-1,-2.3,-6,-4,3,-6,-8,4
Cc1ccc(NC(=O)COC(=O)C2COc3ccccc3O2)cc1S(=O)(=O)N1CCOCC1 (configuration not stated),0,0.2,-15,-2,17,-23,-6,2
N#CC1=C(N)Oc2cc(O)c(Cl)cc2C1c1ccccc1F (configuration not stated),-5,2.7,-12,8,-257,12,-4,-1
O=C1CCNCCN1[C@H](CO)c1ccccc1,-3,-0.9,-2,-9,13,-18,-3,3
Cc1ccc(-c2csc3nnc(SCc4csc(C)n4)n23)cc1,1,-1.0,2,3,4,1,2,12
CN(C)CC(c1ccccc1)c1ccccc1,1,1.2,11,-3,0,5,-1,-5
COC(=O)c1cccc(NC(=O)NC(=O)c2ccccc2Cl)c1,0,1.1,-3,-6,10,-27,15,-5
CC(C)C(c1nnnn1C(C)(C)C)N1CCC(Cc2ccccc2)CC1 (configuration not stated),10,1.5,19,-11,12,x,7,x
CCN(CC(=O)Nc1cc(S(=O)(=O)N2CCCCC2)ccc1Cl)Cc1ccccc1,1,2.3,17,1,2,-3,-5,-4
Cc1cccc(C)c1NC(=O)CNc1ccccc1,-3,1.5,2,-4,11,0,-8,6
CCC(CC)C(=O)N1N=C(c2ccc(NS(C)(=O)=O)cc2)CC1c1ccccc1 (configuration not stated),-3,3.0,1,-4,-348,-5,-4,6
CCOc1ccc2nc(SCC(=O)NC3CC3)sc2c1,-2,-0.3,5,5,3,-19,-4,10
CC(=O)Nc1ccc(NC(=O)Nc2ccc3c(c2)N(C)C(=O)CS3)cc1,7,8.4,6,-12,8,2,-15,0
Cn1c(C(=O)NC2CCCCC2)cc2c(=O)n3ccccc3nc21,0,-0.2,9,5,-327,-11,-5,2
Cc1c(S(=O)(=O)NC2CCCCC2)c(=O)n(C)c(=O)n1C,x,1.4,5,-5,3,-1,1,-15
CCOc1ccccc1CN1CCC(N2CCOCC2)CC1,0,-0.3,0,-6,18,3,3,-6
CC(C)(C)OC(=O)NCC1CCC(C(=O)NC[C@H](CC(=O)O)c2ccc(Cl)cc2)CC1 (some centres not stated),1,0.6,-18,4,14,-5,0,-3
CCOc1cc(/C=C2\C(=O)ON=C2C)ccc1OCc1ccccc1,6,1.5,22,-1,2,-2,2,5
CC(=O)Nc1ccc(NC(=O)C(C)OC(=O)/C=C/c2cnc3ccccc3n2)cc1 (configuration not stated),-2,0.5,0,-4,14,15,-6,0
O=C(O)C1CCN(C(=O)Cc2ccccc2)CC1,0,-0.2,-4,-3,2,1,4,14
Cc1ccc(S(=O)(=O)NCC(=O)NCC(=O)N(C)Cc2ccc3ccccc3c2)cc1C,-3,1.8,12,-3,-18,-2,-21,0
COc1cccc(NC(=O)/C=C/c2ccc(S(=O)(=O)N3CCOCC3)cc2)c1,5,0.0,6,5,9,-2,-14,-16
NS(=O)(=O)c1ccc(CNc2nc(-c3cccnc3)nc3ccccc23)cc1,-4,-3.6,21,7,-49,-12,-12,-5
CCn1nc(C(=O)NCCc2ccc(S(N)(=O)=O)cc2)c2ccccc2c1=O,-1,-0.9,-22,-7,10,11,-5,3
O=C(CN1C(=O)CSc2ncccc21)NCCN1CCOCC1,0,-0.9,-11,-3,2,-10,2,-3
CCn1nc(C(=O)NCc2ccco2)c(Cl)c1Cl,0,-0.9,-10,-7,2,10,-1,1
O=C(O)c1ccccc1C(=O)c1cccc2ccccc12,-1,1.2,-5,-4,16,5,-6,-2
CC(=O)N1C(C)(C)CC(=NOS(=O)(=O)c2ccccc2)CC1(C)C,-5,-0.2,-16,1,17,x,-1,x
Cc1cccc(OCC(=O)NCCNC(=O)c2cccnc2)c1,-1,-0.6,-4,-3,1,5,6,-1
COc1ccc(-c2ccc3c(c2)C2CC3CCN2S(=O)(=O)c2ccccc2C)cc1 (configuration not stated),-1,7.6,3,-6,13,x,4,x
CCCN(CC(=O)Nc1ccccc1C)C(=O)c1cccc(-n2cnnn2)c1,-1,-0.1,7,5,7,-3,1,-1
COc1cc(CNn2nnnc2N)ccc1OCC(=O)NC(C)(C)C,4,2.4,0,-4,10,4,-5,-2
N#C/C(=C\c1cn(CCOc2ccccc2)c2ccccc12)C(=O)NCC1CCCO1 (configuration not stated),-2,1.8,2,0,-30,-6,1,-5
CCNC(=O)C1=C(O)c2sccc2N(C)S1(=O)=O,-1,0.3,21,-11,-10,-14,-5,-6

# Record cards, from the list above. Screens in order: GRIN3A LBD mod, MPTP block, PfGluPho inh, HKDC1 inhibitor, SENP8 block, SENP6 block, ATG4B inh, SENP7 block
# O=C(O)c1ccccc1C(=O)c1cccc2ccccc12 as listed: -1, 1.2, -5, -4, 16, 5, -6, -2
# CC(C)(C)OC(=O)NCC1CCC(C(=O)NC[C@H](CC(=O)O)c2ccc(Cl)cc2)CC1 (some centres not stated) as listed: 1, 0.6, -18, 4, 14, -5, 0, -3
# Cc1cccc(OCC(=O)NCCNC(=O)c2cccnc2)c1 as listed: -1, -0.6, -4, -3, 1, 5, 6, -1

# (further entries)
Structure,GRIN3A LBD mod,MPTP block,PfGluPho inh,HKDC1 inhibitor,SENP8 block,SENP6 block,ATG4B inh,SENP7 block
COc1ccc(NS(=O)(=O)c2cccc(C(=O)N3CCN(S(=O)(=O)c4ccccc4)CC3)c2)cc1,0,-1.3,0,-2,17,x,-65,x
Cc1ccnc(N2CCC(C(=O)NCc3ccc(F)cc3)CC2)n1,-2,-0.1,-11,-1,-68,3,-2,11
CCNS(=O)(=O)c1ccc(CCC(=O)N2CCN(Cc3ccccc3)CC2)cc1,2,0.5,-6,-4,14,-9,-9,4
CCOc1ccccc1N1CN(C2CCCCC2)CNC1=S,-2,2.2,-20,-3,22,-12,10,14
CCN1Cc2ccccc2-c2ccccc2S1(=O)=O,-1,0.2,6,3,6,x,12,6
C=CCn1c(SCc2cc(=O)n3cc(C)ccc3n2)nnc1-c1cccc(C)c1,2,3.1,4,-6,-353,-6,13,-5
O=C(NCc1ccc(Cl)c(Cl)c1)c1ccc2c(c1)OCO2,-10,1.0,-17,3,-5,8,17,-4
Cc1cc(=O)oc2cc(OCC(=O)OCC(=O)NCc3ccc4c(c3)OCO4)ccc12,-1,1.5,-16,3,-124,-3,-17,-9
Cc1ccc(S(=O)(=O)NC2=NCN(Cc3cccnc3)CN2)cc1,-2,-0.1,-6,-6,6,4,3,0
Cc1cc(C)c(NC(=O)CSc2nnc(-c3ccncc3)n2Cc2ccco2)c(Cl)c1,-2,1.3,-1,7,-19,-12,-10,-4
Cn1c(CNC(=O)CNC(=O)c2ccccc2)cc(=O)n(C)c1=O,0,-1.6,5,-5,16,9,-3,8
CC1=C(c2ccccc2)CCC1=O,0,0.0,10,-6,23,-16,-6,17
CSc1c(CC(=O)NCCCO)n(Cc2ccccc2)c2ccccc12,1,-2.0,14,-2,-3,-18,11,9
CC(=O)c1ccc(N2C(=O)C3C(C2=O)C(C(=O)c2ccc(Cl)cc2)N2CCCC32)cc1 (configuration not stated),-3,x,4,-3,x,x,-4,x
CCC(C)[C@H](NC(=O)C1CC(=O)N(c2ccc3c(c2)OCCO3)C1)C(=O)NC1CCCC1 (some centres not stated),-3,-1.9,9,-1,21,7,-3,1
N=c1c(S(=O)(=O)c2ccccc2)cc2c(=O)n3ccccc3nc2n1C1CCCCC1,0,-0.7,14,-2,21,x,-2,x
CC(=O)Nc1ccc(S(=O)(=O)N2CCN(c3ncccn3)CC2)cc1,-1,-0.2,10,-6,-10,-16,-2,8
CN1CCN(C(=O)C2(NC(=O)Nc3cccc(F)c3)CCCCC2)CC1,-1,-1.9,-5,5,12,6,-7,-6
COc1cccc2c1c(NC(=O)Nc1ccc(F)cc1F)nn2C,0,0.4,7,1,12,-7,-7,3

# High-throughput results (PubChem)
